CaV13 FRET inh = Disruptors of the CACNA1D IQ motif to Ca2+-dependent inactivation inhibitor domain association, primary screening, Förster resonance energy transfer in intact living …; inhibition, % at 12.3 µM; AID 743397; hit rate 0.098% among 340,000; HEK cells, CFP/YFP FRET ICDI-IQ, plate reader, 10 min; percent FRET-ratio fall versus neutral wells;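 active = mean replicate inhibition of at least 30% and at least 1% of replicates passing that level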;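 also: 0% = median of the neutral control wells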
PDI turbidity = blocks human protein disulfide isomerase activity; P07237; PDI insulin aggregation turbidity, A650, 90 min; inhibition, % at 10 µM; hit rate 0.052% among 350,000; AID 588391;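 active = mean inhibition across replicates of 30% or more, whatever share of single replicates reach that level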;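 also: absorbance from insulin aggregation driven by PDI reduction with DTT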
Target sequence (P07237 whole entry, looked up): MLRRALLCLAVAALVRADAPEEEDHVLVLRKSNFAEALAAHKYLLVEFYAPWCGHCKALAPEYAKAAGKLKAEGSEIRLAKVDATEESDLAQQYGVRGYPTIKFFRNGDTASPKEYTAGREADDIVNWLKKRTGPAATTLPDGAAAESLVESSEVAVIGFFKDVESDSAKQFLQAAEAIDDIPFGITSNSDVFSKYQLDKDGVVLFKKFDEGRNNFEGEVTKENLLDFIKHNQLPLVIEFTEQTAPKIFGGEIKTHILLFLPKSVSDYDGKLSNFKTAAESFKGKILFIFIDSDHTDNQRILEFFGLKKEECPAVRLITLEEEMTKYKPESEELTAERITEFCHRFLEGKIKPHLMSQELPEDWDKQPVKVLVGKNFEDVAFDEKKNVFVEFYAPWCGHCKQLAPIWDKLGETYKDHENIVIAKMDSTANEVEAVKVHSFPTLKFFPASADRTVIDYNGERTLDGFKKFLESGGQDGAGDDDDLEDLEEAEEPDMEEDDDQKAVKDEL
Vif imaging = HIV Vif inhibition; hit rate 0.35% among 340,000; AID 602346; HEK293T cells, Vif self-association by quenched fluorescence, imaging, 24 h; inhibition, % at 7.49 µM; in the data active = inhibition above about 50%, passing the limit was not always enough; also: some results filed as inactive read as strong as hits
NR2E3 ag-1 = human photoreceptor-specific nuclear receptor agonism; Q9Y5X4; CHO-S Gal4-NCOR/VP16-NR2E3 two-hybrid, luciferase; inhibition of corepressor binding, % at 3.98 µM; hit rate 0.35% among 360,000; AID 602229;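 active = inhibition above the mean of all tested compounds plus 3 SD, cut at about 70% in these data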;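 also: 0% = DMSO with NR2E3 transfected cells and 100% = cells lacking NR2E3 construct; higher means lower luciferase signal from less NR2E3 corepressor binding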
Target sequence (Q9Y5X4 whole entry, looked up, the tested form may be a part): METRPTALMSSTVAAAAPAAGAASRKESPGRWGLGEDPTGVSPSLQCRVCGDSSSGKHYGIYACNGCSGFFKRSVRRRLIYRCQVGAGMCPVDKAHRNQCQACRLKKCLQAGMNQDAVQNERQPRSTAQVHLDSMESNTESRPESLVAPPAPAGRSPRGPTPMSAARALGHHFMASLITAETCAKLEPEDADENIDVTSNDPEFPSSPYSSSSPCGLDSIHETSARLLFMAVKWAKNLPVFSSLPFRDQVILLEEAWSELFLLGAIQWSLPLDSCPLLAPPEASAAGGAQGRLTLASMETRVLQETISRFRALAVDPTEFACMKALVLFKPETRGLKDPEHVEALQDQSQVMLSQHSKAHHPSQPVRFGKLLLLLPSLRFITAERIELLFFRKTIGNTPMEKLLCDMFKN
KKLEB tox = counter-screen for CF NF-kB inhibitors: cytotoxicity | KKLEB CF airway cells viability, ATPlite luminescence, overnight; stronger effect = lower value; cells stimulated with P. aeruginosa culture filtrate | activity change (cytotoxicity), % at 5 µM | hit rate 0.36% among 360,000 | AID 602141;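 active = corrected activity change at or below -50% at 5 µM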
HIF-2a block = inhibitors of HIF-2a; 786-0 RCC cells HIF-2a reporter, luciferase luminescence, overnight; inhibition, % at 18.8 µM; hit rate 0.72% among 360,000;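 active = inhibition of the luminescence signal of 40% or more relative to plate controls, in a single-dose primary screen at 18.75 µM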
NR2E3 ag-2 = activates human photoreceptor nuclear receptor NR2E3. GST-NR2E3/biotin-RetCOR TR-FRET, 1536-well. AID 2300. Q9Y5X4. inhibition of corepressor binding, % at 4.78 µM. hit rate 0.12% among 320,000;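 active = percent inhibition above the cutoff of mean plus 3 SD of all tested compounds, set per screening campaign, cut at about 20% in these data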;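 also: 0% = DMSO wells and 100% = biotin wells as full block of FRET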
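Material: NR2E3–RetCOR corepressor complex / Amount: 1.35 nM GST-NR2E3 / Medium: Tris pH 7.5 / Compound: single nominal compound dose of 4.8 µM / Incubation: 5 h at 4 °C / Technique: TR-FRET, Eu(K)-anti-GST donor, streptavidin-D2 acceptor, ex 340, em 617/671 nm / Read-out basis: percent loss of FRET ratio relative to control wells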
Peg3 promoter = Peg3 promoter activity inhibition; HeLa PEG-Prom luciferase reporter, luminescence, overnight; AID 588405; hit rate 1.7% among 360,000; inhibition, % at 20 µM;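 active = inhibition of at least 50% at 20 µM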
Shn3 3UTR inh = Schnurri-3 reporter inhibition in Clone20 osteoblasts; hit rate 0.52% among 360,000; inhibition, % at 12.5 µM; Clone20 osteoblast Shn3 3'UTR firefly luciferase, 24 h;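 active = mean inhibition of at least 75% with every replicate also reaching 75%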;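 also: 0% = median of neutral control wells and 100% = pilot-screen positive control compound; some compounds past the cut are filed as inactive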
CF NFkB block = inhibitors of cystic fibrosis induced NF-kB | KKLEB NF-kB-GFP reporter, PAF-induced, GFP fluorescence overnight | inhibition, % at 5 µM | hit rate 0.86% among 360,000 | AID 588850;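 active = at least 50% inhibition at 5 µM, scaled per plate between neutral and stimulator controls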;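 also: PAF is a Pseudomonas aeruginosa culture filtrate used as stimulus; plate controls were PAF-stimulated DMSO wells for no effect and unstimulated DMSO wells for full effect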
TRPM1 prom inh = reduces MITF-dependent TRPM1 promoter luciferase signal; AID 488899; SK-MEL-5 TRPM1 promoter luciferase, 24 h; inhibition, % at 12.5 µM; hit rate 0.83% among 330,000;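 active = mean inhibition across replicates of 60% or more, whatever share of single replicates reaches that level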; also: values of inactives mirror those of a sister screen read the other way
Active calls of the source: *; x = no result given.

SMILES	CaV13 FRET inh	PDI turbidity	Vif imaging	NR2E3 ag-1	KKLEB tox	HIF-2a block	NR2E3 ag-2	Peg3 promoter	Shn3 3UTR inh	CF NFkB block	TRPM1 prom inh
CC(C)C(=O)Nc1ccc(C(=O)NNC(=O)NC2CCCCC2)cc1	-6	0	-6	-4	21	-10	0	3	-44	-13	3
O=C(CN1CCCCCC1)Nc1ccc(F)c(F)c1F	-4	-5	-7	9	2	13	-1	11	-8	-6	-3
O=C(CNC(=O)c1cccc(N2C(=O)c3ccccc3C2=O)c1)Nc1ccc(F)c(F)c1	-3	-7	-9	-10	2	6	2	1	-9	10	16
C[C@@]12CCC3[C@@](CC[C@@H]4[C@](C)(C(=O)O)CCC[C@@]34C)(C[C@H]1O)C2 (some centres not stated)	-4	3	x	-44	-13	11	1	14	9	6	-4
Cc1ccccc1NC1(C#N)C(=O)Nc2ccccc21 (configuration not stated)	-4	10	0	-1	-10	15	1	11	6	14	5
CCc1ccc(NC(=O)CSc2nc3ccccc3c(=O)n2CCCN2CCC(C)CC2)cc1	-6	-1	-8	-13	-14	-6	4	93*	26	14	-12
Cc1ccc(CCN2CC(C(=O)NCCCN3CCN(C)CC3)CC2=O)cc1 (configuration not stated)	-7	-6	x	-33	-6	2	1	1	-4	2	x
COc1ccccc1CNC(=O)COC(=O)c1cccc(S(=O)(=O)N2CCCCC2)c1	-10	6	-4	-15	4	10	1	-7	-10	1	7
O=C(NCC1(N2CCCCC2)CCCCC1)c1ccc(S(=O)(=O)N2CCCC2)cc1	-16	8	-2	3	-15	-2	2	5	-20	1	-8
O=C(c1ccco1)N(CCC(c1ccccc1)c1ccco1)Cc1ccc(F)cc1 (configuration not stated)	-7	-3	8	-12	-24	12	3	27	-10	23	1
CC1CCN(C(=O)COC(=O)c2ccc3c(c2)OCCO3)CC1	-6	-2	-2	-56	-26	-135	x	-182	-51	18	-61
Cc1ccc(OCCCCCN2CCOCC2)c(Cl)c1	6	-4	-4	-14	4	-129	-1	-118	-10	15	-15
CCc1ccc(N2CC(C(=O)N3CCCCCC3)CC2=O)cc1 (configuration not stated)	-3	4	25	12	-4	-51	0	-30	-8	10	-6
O=C(c1ccc(C(F)(F)F)cc1)N1CCC(=O)N(C(COCc2ccccc2)Cc2ccccc2)CC1 (configuration not stated)	-5	1	0	-17	-7	15	3	10	13	14	-4
COc1ccc(C(=O)N/N=C\c2coc3ccc(Cl)cc3c2=O)cc1	-9	-5	-3	-7	-11	30	3	-2	-4	44	10
COc1cccc([C@@H]2CC=C(C(=O)O)[C@H](c3cccc(Cl)c3)N2S(=O)(=O)c2ccc(C)cc2)c1	-5	2	x	-20	5	18	5	1	-2	0	-1
Cc1c(NC(=O)Nc2ccc(C(C)(C)C)cc2)c(=O)n(-c2ccccc2)n1C	-3	13	-5	-11	1	15	-1	11	-22	-15	13
COc1cc(OC)c(OC)cc1CNC(=O)c1ccc(COc2ccccc2)cc1	-4	-4	-35	58	8	-26	2	-14	37	-5	0
Cc1ccc(CNn2cnnc2SCc2ccc(F)cc2)cc1	-4	4	-9	-3	13	8	-3	14	-1	12	-6
O=P(OCC1CC1)(c1ccccc1)c1ccccc1	-5	-2	-2	-10	-4	12	-3	3	-22	-12	-1
Cc1cc(C)cc(NS(=O)(=O)c2c(C(=O)N3CCOCC3)c(C)n(C)c2C)c1	-6	1	-3	11	17	1	2	-5	15	-18	11
CC(=O)c1cccc(NC(=O)COc2nsnc2N2CCOCC2)c1	x	3	12	-7	-3	13	-4	2	8	2	2
Cc1oc(-c2ccc(Cl)cc2)cc1C(=O)O	-5	3	-12	-108	1	-196	11	-178	-43	-1	-44
Cc1ccc(SCCC(=O)N(C)CC(=O)Nc2c(C)cccc2C)cc1	-6	-2	x	11	-2	1	-1	2	-13	15	8
CCOc1ccc(-c2cnc3cccnn23)cc1	-6	-4	-3	-93	-6	-172	x	-322	-20	36	x
Cc1ccc(/C=C2/C(=O)ON=C2c2ccccc2)o1	-3	8	12	-30	-2	68*	-1	50*	57	11	71*
COc1ccc(-c2cc(-c3ccccc3)nc(Cl)n2)cc1OC	-2	-2	-2	0	3	-118	0	-5	3	-8	2
Cc1cc(NC(=O)CN2C(=O)NC(C)(c3ccccc3Cl)C2=O)no1 (configuration not stated)	-5	-3	7	1	4	18	x	16	-7	10	1
COc1cccc(C2Oc3ccccc3C3CC(c4cccs4)=NN32)c1 (configuration not stated)	-16	14	2	-54	2	-144	-2	-136	-21	-26	x
Cc1nc2nc(CSc3nc4ccccc4s3)cc(=O)n2[nH]1	-5	12	-2	-13	-5	-2	3	-6	-2	-5	13
COC(=O)c1ccc(OCC(O)CN2CCOCC2)cc1 (configuration not stated)	1	3	-3	10	3	17	2	13	-5	9	-5
CC(C)CCOc1cccc(C2c3c(oc4ccccc4c3=O)C(=O)N2CCCN2CCOCC2)c1 (configuration not stated)	-17	x	-3	-26	15	-5	x	3	14	-19	x
CCc1nnc(NC(=O)c2cccc(S(=O)(=O)N3CCN(C)CC3)c2)s1	-7	5	7	-10	6	16	x	5	7	8	x
O=c1[nH]cnc2c1nnn2C1OC(CO)C(O)C1O (configuration not stated)	x	x	43	49	-7	-10	x	35	-39	6	x
COc1cccc2cc(-c3nnc(SCC(=O)NCCc4ccccc4)n3C)oc12	-4	-2	-6	-7	0	19	3	12	4	-5	-6
Cn1c(CNC(=O)c2ccccc2F)nnc1SCc1ccc(Cl)cc1	-4	5	-4	8	10	14	0	12	15	10	14
CC(C)C(=O)N1CCN(CCN2C(=O)c3cccc4cccc(c34)C2=O)CC1	-20	4	-1	-6	-3	-2	x	-4	10	-6	1
O=C(NCCOC(=O)c1ccccc1C(=O)OCCNC(=O)c1cccnc1)c1cccnc1	-6	-8	5	-7	9	6	1	9	-9	0	0
CCOC(=O)c1c(NC(=O)CN2CCOCC2)sc2c1CC(C)(C)OC2	-5	6	-9	-17	-14	27	1	12	-7	14	8
NC(=O)[C@@H]1CCOc2c(F)cc([N+](=O)[O-])cc2C(=O)N[C@@H](CO)C(=O)NCC(=O)N1	-4	2	-3	-15	-2	11	-1	-25	-6	-3	x
CCOC(=O)c1nnn(-c2nonc2N)c1-c1ccc(Br)cc1	1	-2	-2	-9	2	1	1	0	4	11	-4
CCCCc1nc2ccccc2n1CC(=O)NN	-4	-20	0	-4	7	13	-1	17	-9	7	-6
CCn1cc(CN2N=C(C)CC2c2ccccc2)c(C)n1 (configuration not stated)	-4	0	4	-24	-2	11	0	9	-7	3	-23
Cc1cc(NC(=O)CSC2=NS(=O)(=O)c3ccccc3N2)no1	-4	-4	-1	2	2	9	1	-14	-2	-11	-9
Cc1cccc(OC(C)C(=O)OCC(=O)Nc2sccc2C(N)=O)c1 (configuration not stated)	-2	2	4	-4	-19	4	3	6	-4	-2	0
CCOC(=O)c1cccc(NC(=O)CCS(=O)(=O)c2cccs2)c1	-6	-4	-4	-20	2	-24	5	-3	-32	6	-9
O=C(CNC1CCCCC1)Nc1ccc([N+](=O)[O-])cc1C(=O)Nc1ccccc1F	-3	1	2	-7	-5	17	3	34	12	-10	3
C=CCn1c(SCC(=O)NCCc2ccccc2)nnc1C1CC1	-16	7	-5	8	6	10	-1	6	0	3	4
COCc1[nH][nH]c(=O)c1C=Nc1ccc(Oc2ccccc2)cc1	-1	-4	1	-3	-2	5	0	-1	-5	-4	11
O=C1CCC(C(=O)OCC(=O)C23CC4CC(CC(C4)C2)C3)N1 (configuration not stated)	x	13	14	-3	-1	10	4	-2	-8	5	9
COc1ccc(NC(=O)Cn2c(=O)oc3ccccc32)cc1	0	-4	8	-43	8	8	-2	-6	x	4	-19
Cc1nn(-c2ccccc2)c(=O)c2noc(C)c12	-6	-8	-15	-1	-1	3	1	-4	-2	-3	2
COc1ccccc1CNC(=O)COC(=O)c1ncc(Cl)c(Cl)c1Cl	-2	-2	-4	-15	2	6	-1	6	5	-6	0
CCOC(=O)[C@@H]1[C@H]2COc3cc(OC)ccc3[C@@H]2N2C(=O)N(c3ccc(C(F)(F)F)cc3)C(=O)[C@]12C	-4	-5	-3	-19	5	1	4	-253	-58	3	-1
COc1ccc(Cl)cc1C(=O)Nn1c(-c2cccs2)nc2ccccc2c1=O	-6	11	-31	-6	1	15	2	24	-1	-6	6
COc1ccc(CCNC(=O)CCn2c(=O)[nH]c3cc(OC)c(OC)cc3c2=O)cc1OC	-5	-10	x	0	-2	-1	-3	-29	-4	1	8
COC(=O)C(Cc1c[nH]c2ccccc12)NC(=O)C(C)C (configuration not stated)	x	6	x	-4	7	12	0	10	-4	-12	-4
COc1ccc(CCNC(=O)C(CCC(N)=O)NS(=O)(=O)c2ccc(Cl)cc2)cc1OC (configuration not stated)	-4	-6	-2	6	-5	12	0	-2	11	-26	9
Cc1cccc(C(=O)Oc2cccc3c(O)cccc23)c1	-4	-3	-4	-23	-9	11	3	-34	-37	-1	6
O=C(O)c1cccnc1Sc1ncnc2sc3c(c12)CCC3	-5	-2	-14	-21	16	13	0	14	-8	-6	1

Printed as active in TRPM1 prom inh, among the entries above:
| Structure | CaV13 FRET inh | PDI turbidity | Vif imaging | NR2E3 ag-1 | HIF-2a block | NR2E3 ag-2 | Peg3 promoter | Shn3 3UTR inh | CF NFkB block | TRPM1 prom inh |
| --- | --- | --- | --- | --- | --- | --- | --- | --- | --- | --- |
| Cc1ccc(/C=C2/C(=O)ON=C2c2ccccc2)o1 | -3 | 8 | 12 | -30 | 68* | -1 | 50* | 57 | 11 | 71* |

Additional records follow:
SMILES	CaV13 FRET inh	PDI turbidity	Vif imaging	NR2E3 ag-1	KKLEB tox	HIF-2a block	NR2E3 ag-2	Peg3 promoter	Shn3 3UTR inh	CF NFkB block	TRPM1 prom inh
CC(=O)Oc1ccccc1C1=NN(C(=O)/C=C/c2ccccc2)C(c2ccccc2)C1 (configuration not stated)	-5	-4	-2	-7	-18	4	0	13	28	37	8
COc1ccc(/C=C(/C#N)C(=O)Nc2cccc([N+](=O)[O-])c2)cc1C(=O)O	-4	1	-5	-11	-8	-1	6	8	-12	2	0
CCOc1ccc(CN2CCC(C(=O)N3CCN(c4ccccc4F)CC3)CC2)cc1OC	-8	0	-2	-7	-8	7	2	-5	18	-10	2
COc1ccc(-c2c3c(=O)n(C)c(=O)n(C)c3cn2-c2ccccc2O)cc1	-7	-2	-4	-29	-2	-68	-1	-1	8	-9	-6
O=C(OCc1ccc([N+](=O)[O-])cc1)c1cc([N+](=O)[O-])ccc1N1CCOCC1	-6	-2	11	4	-6	9	-1	24	38	-12	2

Some of the entries above, set out differently:
SMILES,CaV13 FRET inh,PDI turbidity,Vif imaging,NR2E3 ag-1,KKLEB tox,HIF-2a block,NR2E3 ag-2,Peg3 promoter,Shn3 3UTR inh,CF NFkB block,TRPM1 prom inh
O=C(c1ccco1)N(CCC(c1ccccc1)c1ccco1)Cc1ccc(F)cc1 (configuration not stated),-7,-3,8,-12,-24,12,3,27,-10,23,1
CC1CCN(C(=O)COC(=O)c2ccc3c(c2)OCCO3)CC1,-6,-2,-2,-56,-26,-135,x,-182,-51,18,-61
